Source: PubChem BioAssay
Autophagy HCS: modulators of autophagy | MEF GFP-LC3 puncta imaging; test concentration mostly 10 µM | calls only at 10 µM (by protocol) | hit rate 0.98% among 190,000 | AID 463193;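 active means percentage of spot-positive cells more than 3 SD above its plate mean, without a fluorescence outlier flag or 80% toxicity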;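 further: spot-positive cell cutoff set from DMSO-treated cells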
Yfh1-depleted yeast: enhancers of respiration in Yfh1-depleted yeast, dose response, Friedreich's ataxia, plus single-dose screen (AID 1465) | S. cerevisiae Yfh1-off respiration, WST-1 reduction, 72 h; higher fold induction means a stronger effect | fold induction at 50 µM, or EC50 in µM where a hit was titrated | hit rate 0.074% among 220,000;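 active means fold induction of absorbance versus untreated yeast above a set limit, then at least 30% activation at any dose in follow-up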;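 further: activators that raise dye reduction in frataxin-depleted yeast; strong numbers were not always called active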
Insulin prom up: MIN6 insulin promoter up-regulation. z-score at 5 µM. AID 1625. hit rate 0.3% among 190,000. MIN6 insulin promoter-GFP reporter, high-content imaging; active compounds read high;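 active means z-score above 3 at 5 µM with at least 500 cells counted in the well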
bCat nuc transl: beta-catenin nuclear translocation modulation; HeLa beta-catenin nuclear translocation, immunofluorescence imaging; nuclear translocation activity, % at 5 µM; hit rate 0.3% among 190,000; AID 1665;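 active means nuclear translocation activity above 50% at 5 µM, with a well cell count of 50 or more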;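 further: per-cell ratio of nuclear to cytoplasmic median beta-catenin stain intensity; plate controls were DMSO negative control for no effect and GSK-3 inhibitor IX positive control for full effect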
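Test system: human HeLa cells, endogenous beta-catenin. Times: 24 h compound exposure, 37°C. Measured by: beta-catenin immunofluorescence imaging with DAPI.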
MT stabilize HCS: stabilizes microtubules in HeLa cells. HeLa tubulin immunostaining HCS, 24 h; share of cells brighter than vehicle mean+2SD. % tubulin-high responders, % at 10 µM. hit rate 0.83% among 200,000. AID 2205;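 active means plate Z-score above 3 for both tubulin-high and condensed-nucleus cell shares, with cell loss under 80%, at 10 µM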;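 further: anti alpha tubulin signal scored within the nucleus-defined area of each cell; some results filed as inactive read as strong as hits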
human PMI inhibitors: MPI inhibition at elevated mannose 6-phosphate – biochemical, fluorescence intensity, high mannose 6-phosphate, primary screen (AID 1220) | recombinant PMI enzyme, coupled fluorescence intensity; higher % means a stronger effect | inhibition, % at 20 µM; hits with a dose series show IC50 in µM | hit rate 0.66% among 190,000
human PMI inhibition: inhibitors of human PMI, primary screen, biochemical, fluorescence intensity, coupled assay (AID 1209); purified PMI enzyme, coupled fluorescence intensity; higher % means a stronger effect; inhibition, % at 20 µM, or IC50 in µM where a hit was titrated; hit rate 0.42% among 190,000;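 further: plate controls were DMSO vehicle for no effect and wells lacking substrate for full effect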
Dynein cargo inh: dynein cargo transport inhibition; 3617.4 mouse cells, GR-EGFP nuclear translocation imaging; test concentration mostly 20 µM; stimulated with dexamethasone, 1 µM; active compounds read low; z-score, hits read low; hit rate 0.47% among 220,000; AID 1381;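 active means plate z-score of nuclear minus cytoplasmic receptor signal below a set negative limit, without overly bright fluorescence or cell loss, cut at about -3.5 in these data, passing the limit was not always enough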;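 further: z-score of nuclear minus cytoplasmic ring GR-EGFP intensity difference per well; some compounds called inactive have numbers as strong as hits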
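Buffer or medium: tetracycline-free induction medium containing charcoal-stripped FBS / Reagent: dexamethasone agonist, 1.0 µM final, for 30 min / Technique: automated 10x imaging of fixed Hoechst-stained cells / Times: induction 48 h, compound 1 h, agonist 30 min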
WT yeast gro inh: growth inhibition of WT yeast, mitochondrial fusion screen; mitochondrial fusion phenotypic screen, WT strain; inhibition, % at 10 µM; hit rate 2.1% among 190,000; in the data active means inhibition above about 58%; tested in S. cerevisiae
WT yeast gro inh mutant strain: further read-out of WT yeast gro inh, marked with its call; inhibition, %; mitochondrial fusion phenotypic screen, mutant strain inhibition
Dynein cargo inh cytoplasmic EGFP: recorded beside Dynein cargo inh, whose call it bears; z-score; measured here: cytoplasmic GR-EGFP intensity; active compounds read high
Dynein cargo inh nuclear GR-EGFP: also measured in Dynein cargo inh; calls as there; z-score; measured here: nuclear GR-EGFP intensity;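 lower value marks the stronger effect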
Dynein cargo inh cell count: second read-out of Dynein cargo inh, no call of its own (marks repeat the call); z-score; measured here: cell count per field
Insulin prom up cell count: second read-out of Insulin prom up, no call of its own (marks repeat the call); cell count; measured here: cytotoxicity, nuclei count;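 total cells summed across four imaged fields per well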
bCat nuc transl cell count 5 µM: second read-out of bCat nuc transl, no call of its own (marks repeat the call); cell count; measured here: cell count, cytotoxicity flag
MT stabilize HCS Hoechst-high %: also measured in MT stabilize HCS; calls as there; % Hoechst-high responders; measured here: nuclear condensation Hoechst responders;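 share of cells brighter than vehicle mean plus two SD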
MT stabilize HCS cytotoxicity %: also measured in MT stabilize HCS; calls as there; toxicity, %; measured here: cytotoxicity by cell density;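 0% = mean cell density of plate MIN control wells and 100% = no cells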
Autophagy HCS cell loss 18 h: also measured in Autophagy HCS; calls as there; toxicity, %; measured here: cell loss, nuclei count;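 cell loss after 18 h compound exposure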
* = called active by the depositor; i = inactive; / = not tested or not shown; + = active, no number. Unless noted, no stated cut-off is given here; in the data, active means inhibition above about 50%; inactive means the rest.

SMILES | Autophagy HCS | Autophagy HCS cell loss 18 h | Yfh1-depleted yeast | Insulin prom up | Insulin prom up cell count | bCat nuc transl | bCat nuc transl cell count 5 µM | MT stabilize HCS | MT stabilize HCS Hoechst-high % | MT stabilize HCS cytotoxicity % | human PMI inhibitors | human PMI inhibition | Dynein cargo inh | Dynein cargo inh cytoplasmic EGFP | Dynein cargo inh nuclear GR-EGFP | Dynein cargo inh cell count | WT yeast gro inh | WT yeast gro inh mutant strain
COc1cc(/C=C/C(=O)OCC(=O)N2CCCCCC2)ccc1OCC#N | i | 2 | i | -0.09 | 1284 | 0.7 | 1144 | 1.8 | 2.3 | 5.6 | -5% | -4% | -0.56 | -0.28 | -0.35 | 0.62 | -17 | -13
CCn1c(SCC(=O)Nc2ccc3c(c2)OCO3)nc2ccccc21 | i | -1 | i | / | / | -2.1 | 1114 | 3.7 | 1.5 | 2.1 | 4% | 9% | 0.55 | -0.28 | -0.016 | 0.41 | 3 | -9
COc1nc(-c2ccccc2)ccc1-c1noc(-c2cccs2)n1 | i | 9 | i | / | / | / | / | 2.4 | 2.2 | 5.1 | / | / | -0.13 | 1.1 | 0.43 | 1 | / | /
CN(Cc1nnc(SCC(=O)NCCc2ccccc2)n1C)S(=O)(=O)c1ccccc1 | i | 0 | i | / | / | / | / | 2.6 | 1.0 | 6.1 | 4% | 6% | -1.2 | -0.25 | -0.77 | -0.24 | 8 | -5
C#CCOC(=O)Nc1ccc(=O)n(Cc2c(Cl)cccc2Cl)c1 | i | -2 | i | / | / | / | / | 1.3 | 1.4 | 8.9 | 49% | 26% | -0.3 | 0.44 | -0.35 | -0.16 | 0 | 12
COC(=O)c1nc2ccc(C)cn2c1F | i | -4 | i | 0.53 | 989 | / | / | 9.1 | 3.0 | 8.4 | -4% | -7% | -0.23 | -0.2 | 0.15 | 0.17 | -2 | -10
N#Cc1cc2cc3c(cc2nc1N1CCCCC1)OCCO3 | i | -4 | i | 1.1 | 1162 | -2.7 | 793 | 3.9 | 1.9 | 8.0 | 45% | 14% | 0.39 | -0.12 | 0.19 | 0.21 | 12 | -6
COc1ccccc1CN1C[C@@H]2C[C@@H](c3ccc(C)cc3)N3CCC[C@@]23C1=O | i | 1 | i | 0.1 | 1360 | 1.9 | 972 | 1.4 | 1.4 | 2.7 | 12% | 9% | 0.29 | 0.22 | 0.8 | -1 | 4 | -21
O=C(c1ccc(Br)o1)N1CCN(c2ccccc2F)CC1 | + | 37* | i | 0.21 | 1858 | 0.5 | 1089 | 4.0 | 2.1 | 5.7 | 5% | 7% | -0.81 | -0.17 | -0.55 | 0.86 | 11 | 1
COc1ccc(CCNC(=S)NC2CCN(Cc3ccccc3)CC2)cc1 | i | 5 | i | -0.61 | 1256 | -2.2 | 1049 | 3.6 | 3.2 | 6.3 | -10% | -3% | -0.44 | -0.26 | -0.29 | 1.1 | -1 | 2
Cc1occc1C(=O)NNC(=O)C1CCCCC1 | i | 15 | i | 0.49 | 1428 | 0.2 | 1107 | 4.1 | 1.7 | 4.1 | 11% | 20% | 2.6 | -0.19 | 1.7 | -1.2 | 2 | 5
CN(C)CCCN(C(=O)c1cccs1)c1nc2cc3c(cc2s1)OCO3 | i | 12 | i | -0.17 | 1243 | / | / | 2.7 | 3.9 | 6.8 | -10% | -12% | -0.63 | -0.22 | -0.36 | 1.1 | -9 | 25
CN1CCN(c2nc3c(c(=O)[nH]c(=O)n3C)n2CCCSc2ncccn2)CC1 | i | -2 | i | 0.88 | 1440 | -1.6 | 1001 | 2.7 | 2.5 | 6.3 | -5% | -3% | 3.5 | 0.51 | 2.7 | -1.5 | 13 | 27
Cc1ccc(NC(=O)C(=O)NCc2ccc(/C=C(/C#N)C(=O)NCc3cccnc3)o2)cc1C | i | 10 | i | -1.7 | 1116 | -2.5 | 565 | 3.4 | 1.7 | 4.9 | 12% | 9% | -0.5 | -0.22 | -0.25 | 0.56 | 4 | -1
CC(=O)c1ccc(N2CCCC2)c(F)c1 | i | 23 | i | / | / | -3.8 | 1103 | 4.0 | 1.2 | 5.8 | 2% | 0% | -0.53 | -0.33 | -0.13 | 0.61 | 9 | 10
CN1C(=O)/C(=C/c2cc(C(C)(C)C)c(O)c(C(C)(C)C)c2)NC1=S | i | -4 | i | -0.81 | 1107 | 0.2 | 1088 | 5.6 | 2.1 | 9.2 | -5% | -2% | -0.7 | -0.36 | -0.38 | 1.3 | 34 | 4
O=C(O)C1CCCCC1C(=O)NCc1ccccc1 (stereo unspecified) | i | 1 | i | 0.27 | 811 | / | / | 1.8 | 1.1 | 7.8 | -2% | -4% | 0.2 | -0.31 | 0.24 | 0.1 | -1 | -3
CCCn1c(NCc2cc(OC)ccc2OC)nc2ccccc21 | i | 17 | i | -2.1 | 760 | 0.8 | 718 | 3.5 | 1.3 | 5.5 | -6% | 0% | 2.6 | -0.27 | 1.2 | -1.6 | -29 | 5
Cc1ccc(Cl)cc1NC(=O)CCCN1C(=O)c2cccnc2C1=O | i | -4 | i | -0.16 | 1203 | -2.3 | 1027 | 2.2 | 1.8 | 1.2 | 8% | 4% | -0.64 | -0.32 | 0.078 | 0.84 | 5 | -1
Cc1cc2nc(C(F)(F)F)cc(-c3cccs3)n2n1 | i | -2 | i | -0.13 | 1200 | 4.7 | 932 | 2.7 | 2.0 | 4.5 | -5% | -3% | 0.37 | -0.31 | 0.67 | 0.1 | -9 | 17
Cc1cc(-c2ccccc2)nc2cc(C(=O)N(Cc3ccccc3)Cc3ccccc3)nn12 | i | -1 | i | -1.5 | 522 | -1.3 | 1227 | 2.3 | 2.6 | 7.0 | 10% | 11% | -0.11 | -0.13 | -0.099 | -0.44 | 75* | 7.3*
COC(=O)C(C)N1C(=O)S/C(=C/c2cc(C)n(-c3ccccn3)c2C)C1=O (stereo unspecified) | i | 4 | / | -0.41 | 810 | / | / | 1.4 | 1.1 | 8.6 | 11% | 10% | 0.13 | 0.2 | 0.45 | -1.1 | 5 | 1
COc1cc(-c2[nH]ncc2CN2CCc3sccc3C2)cc(OC)c1OC | i | -4 | i | -0.07 | 1370 | 1.7 | 1589 | 3.6 | 2.2 | 2.0 | 4% | 0% | -0.86 | -0.18 | -0.4 | 1.1 | 9 | -9
CCN(CC)c1ccc(/C=N/N2CCN(Cc3ccccc3)CC2)c(O)c1 | i | 0 | i | 0.15 | 1431 | -2.1 | 1112 | 3.4 | 1.5 | 8.5 | 53%* | 30% | 0.72 | -0.18 | 0.54 | -0.13 | 57 | 52
COc1ccc(CN(CC2CCCO2)C(=O)CN2C(=O)C(C)Oc3ccc(C)cc32)cc1OC (stereo unspecified) | i | -5 | i | / | / | 0.5 | 1046 | 3.8 | 2.3 | 5.5 | 18% | -10% | -0.42 | -0.27 | -0.24 | -0.12 | -14 | -12
COC(=O)CSc1ccc2nnc(CCNS(=O)(=O)c3ccccc3)n2n1 | i | 10 | i | -0.01 | 1337 | 1.8 | 1103 | 3.3 | 1.7 | 2.0 | -2% | 5% | -0.33 | -0.26 | -0.036 | 0.2 | -2 | 7
NS(=O)(=O)c1ccc(NC(=O)CSC2=NC(=O)C(c3ccccc3)C(=O)N2)cc1 (stereo unspecified) | i | -10 | i | -0.13 | 1355 | -1.3 | 1147 | 5.2 | 3.1 | 9.1 | -1% | 0% | -0.083 | -0.14 | 0.24 | -1.1 | -8 | -9
O=C(c1ccc2c(c1)OCO2)N1CCN(c2ccccn2)CC1 | i | 11 | i | -5.5 | 538 | -2.1 | 521 | 4.3 | 2.8 | 1.0 | -6% | -8% | 0.85 | -0.24 | 0.16 | -1 | -2 | -22
CCOc1ccc(NCc2nnc(SCC(=O)Nc3nc(-c4ccccc4)cs3)n2-c2ccccc2)cc1 | i | 9 | i | -0.85 | 1309 | -1.0 | 1074 | 4.6 | 2.0 | 1.5 | 5% | 2% | 0.12 | -0.23 | 0.17 | 0.12 | 6 | -1
O/N=C1/CCCCc2sccc21 | i | -2 | i | -0.28 | 825 | 1.9 | 1163 | 2.3 | 1.1 | 8.9 | -3% | -10% | -0.81 | -0.22 | -0.16 | 1.2 | 18 | 0
CC(=O)c1cccc(NC(=O)c2ccc(S(=O)(=O)N3CCCCC3)cc2)c1 | i | -14 | i | 0.29 | 1301 | / | / | 4.1 | 1.8 | 4.9 | 9% | 11% | 0.28 | -0.13 | 0.54 | -1.7 | -20 | -6
CC(C)(C)c1ccc(S(=O)(=O)NCCOCC(F)(F)C(F)F)cc1 | i | -3 | i | -0.81 | 1175 | 0.5 | 1105 | 3.0 | 1.4 | 7.9 | 6% | 8% | 1.2 | -0.27 | -0.15 | 0.12 | -5 | -3
O=C(CSc1nnc(CN2CCOCC2)n1-c1ccc(Cl)cc1)N1CCc2ccccc21 | i | -7 | i | / | / | / | / | 2.5 | 1.7 | 1.6 | / | / | -0.52 | -0.22 | -0.33 | 0.28 | / | /
